# Screening results (PubChem)
# FUS yeast rescue = suppressors of FUS proteinopathy in yeast; Potency, µM (highest dose often 76.6 µM), without a hit: top-dose growth rescue (activation), hits mostly activators; 390,000 tested, 0.24% active; AID 1347120; S. cerevisiae FUS-expressing, growth rescue, OD600, 24 h;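 further: potency means the concentration at half of the fitted maximal effect; plate controls were DMSO vehicle for no effect and reference control for full effect; nearly all actives have a fitted effect of over 55% in size; some results filed as inactive show a strong effect at the top dose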
#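 Cultures pregrown in 2.5% raffinose medium are shifted to minimal medium containing 2% galactose to express toxic FUS. Compounds are tested at several concentrations. After 24hr at 30C, growth is quantified at 600 nm absorbance.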
# EPAC1 antag = blocks human EPAC1 exchange factor; O95398; EPAC1 GEF assay, Rap1b-BODIPY-GDP exchange fluorescence; Potency, µM (top dose mostly 115 µM), for inactives: at the highest dose activity change, negative = inhibition, actives largely listed as inhibitors; 360,000 tested, 0.14% active;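 further: potency means the concentration at half of the fitted maximal effect; plate controls were vehicle for no effect and positive control for full effect; nearly all actives have a fitted effect of over 50% in size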
# Target sequence (O95398 whole entry, looked up): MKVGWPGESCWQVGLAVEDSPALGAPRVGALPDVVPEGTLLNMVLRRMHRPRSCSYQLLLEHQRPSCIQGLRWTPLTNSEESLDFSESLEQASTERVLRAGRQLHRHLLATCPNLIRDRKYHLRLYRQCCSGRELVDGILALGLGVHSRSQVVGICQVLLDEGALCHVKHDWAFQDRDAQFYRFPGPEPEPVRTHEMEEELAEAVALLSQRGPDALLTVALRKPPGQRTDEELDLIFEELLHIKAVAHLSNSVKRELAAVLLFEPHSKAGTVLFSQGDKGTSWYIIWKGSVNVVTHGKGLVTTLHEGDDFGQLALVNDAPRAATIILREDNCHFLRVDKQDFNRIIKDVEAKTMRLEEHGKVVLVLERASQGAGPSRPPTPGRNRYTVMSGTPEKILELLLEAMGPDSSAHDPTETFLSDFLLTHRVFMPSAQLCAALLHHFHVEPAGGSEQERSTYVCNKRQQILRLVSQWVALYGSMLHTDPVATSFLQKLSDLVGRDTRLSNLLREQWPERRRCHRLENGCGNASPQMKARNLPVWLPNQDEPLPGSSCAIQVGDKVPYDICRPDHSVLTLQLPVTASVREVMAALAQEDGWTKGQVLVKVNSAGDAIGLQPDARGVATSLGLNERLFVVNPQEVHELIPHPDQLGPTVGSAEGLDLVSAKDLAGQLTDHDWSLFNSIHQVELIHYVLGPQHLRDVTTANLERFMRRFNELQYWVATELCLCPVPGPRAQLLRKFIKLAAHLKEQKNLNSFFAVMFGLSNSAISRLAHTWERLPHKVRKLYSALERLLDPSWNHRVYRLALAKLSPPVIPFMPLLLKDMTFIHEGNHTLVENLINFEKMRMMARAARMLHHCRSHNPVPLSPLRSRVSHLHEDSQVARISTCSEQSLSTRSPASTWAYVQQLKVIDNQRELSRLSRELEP
# Abeta rescue = restores growth of yeast expressing A-beta42 peptide | yeast expressing A-beta42, growth rescue, OD600, 48 h; response scale: 0% DMSO, 100% iron-clioquinol control | Potency, µM (doses to about 46.1 µM), inactives show at the top dose growth rescue, hits mostly activators | 410,000 tested, 0.063% active; further: potency means the concentration at half of the fitted maximal effect; nearly all actives have a fitted effect of over 55% in size
#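 Yeast A-beta toxicity model in growth medium with pinned compounds, 48 h at 30 C; growth read as absorbance at 600 nm. Normalized to FeCl3/clioquinol equimolar mix (positive) and DMSO (negative).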
# WRN helicase inh = inhibitors of human WRN helicase | Q14191 | WRN helicase unwinding, fluorescent forked duplex, kinetic | Potency, µM (series often up to 114 µM), inactives show at the top dose activity change, negative = inhibition, most hits filed as inhibitors | 360,000 tested, 0.46% active | AID 651768; further: potency means the concentration at half of the fitted maximal effect; on the % scale 0 is the no-effect control and ±100 the full control effect; nearly all actives have a fitted effect of over 55% in size
#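 WRN at 20 nM final was preincubated with compound for 15 min at room temperature; reaction started with 100 nM forked duplex oligonucleotide carrying fluorophore and quencher plus 2 mM ATP (final). Unwinding followed kinetically by red fluorescence (ex 525/em 598 nm).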
# PLK1 PBD inh = inhibitors of human PLK1 polo-box domain binding; P53350; Plk1 PBD binding of FITC phosphopeptide, fluorescence polarization; Potency, µM, inactives show max response, negative = inhibition, hits mostly inhibitors; 360,000 tested, 2.8% active; further: potency means the concentration at half of the fitted maximal effect; series mostly up to about 57 µM; on the % scale 0 is the no-effect control and ±100 the full control effect; nearly all actives have a fitted effect of over 65% in size
# PI5P4K alpha inh = inhibitors of human PI5P4K alpha. P48426. PI5P4Kalpha enzyme, ADP-Glo luminescence, 60 min; active compounds read low. 330,000 tested, 1.2% active. AID 652105. max response, %; active means max response of -50% or lower; inconclusive means between -30% and -50%; inactive means -30% or higher; further: value at the top dose of about 77 µM; on the % scale 0 is the no-effect control and ±100 the full control effect
#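 Compounds were pin-transferred onto PI5P4Kalpha and substrate in HEPES pH 7.4 buffer with EGTA, CHAPS and 5% DMSO. ATP (5 microM final) started the reaction, which ran 60 minutes at room temperature before ADP-Glo detection.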
# IL-2 act = IL-2 activation; 360,000 tested, 0.065% active; IL-2 activation reporter assay, cell-based qHTS; stimulated with anti-CD3/CD4/CD28 beads; in transgenic mouse T cells; activation, % (series mostly up to about 46 µM); in the data active means activation above about 50%; inconclusive means mostly about 30% to 49%; further: 0% is about no effect
#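 Unstimulated transgenic mouse T cells preincubated 60 min with compound, then stimulated with anti-CD3/anti-CD4-coated beads plus anti-CD28 for 18 h at 37 degrees C. IL-2 response read as EGFP and DsRed fluorescence by plate cytometry.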
# EPAC1 ag = agonists of human EPAC1. Potency, µM (doses to about 154 µM), without a hit: top-dose activation, actives largely listed as activators. 360,000 tested, 0.073% active. EPAC1 agonist qHTS, biochemical assay; response scale: 100% = response to 6.5 mM cAMP; further: potency means the concentration at half of the fitted maximal effect; nearly all actives have a fitted effect of over 60% in size
#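 Nucleotide exchange by EPAC1 (100 nM) on Rap1B–BODIPY-GDP (250 nM) in the presence of 50 uM GDP is tracked fluorescently at 480/540 nm over 30 min. Signals are normalized to a 6.5 mM cAMP control.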
# aSyn yeast inh = inhibitors of alpha-synuclein toxicity in yeast. Yeast expressing alpha-synuclein, growth rescue, BacTiter-Glo, 24 h. Potency, µM (doses to about 46.1 µM), for the others: top-dose growth rescue (activation), hits mostly activators. 370,000 tested, 0.14% active; further: potency means the concentration at half of the fitted maximal effect; % of control where 0% means no effect; nearly all actives have a fitted effect of over 65% in size
#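 Readout is rescue of growth in alpha-synuclein-expressing yeast, so inhibitors of toxicity appear as activators. Growth after 24 hr at 30 deg C in galactose medium is quantified by luminescence.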
# The depositor's hits bear a star; ? = inconclusive; nt = no result given; & = joins results of further samples; [ ] = remark or other dose. Unless noted, the call rests on the fitted dose curve; in most records, active means well fitted curve in the direction sought with a large enough effect; inconclusive means small, poorly fitted or top-dose-only effect, or another doubt; inactive means no such curve, though single readings can be large; an effect the other way counts as inactive or inconclusive.
SMILES,FUS yeast rescue,EPAC1 antag,Abeta rescue,WRN helicase inh,PLK1 PBD inh,PI5P4K alpha inh,IL-2 act,EPAC1 ag,aSyn yeast inh
Cc1ccc(NC(=O)C2(N(C(=O)Cn3nnnc3N)c3ccc(C)cc3)CCCCC2)cc1,39%,-4%,12%,-8%,-8%,1,-0.2,9%,5%
Cc1ccc2cc(C#N)c(N3CCCN(C(=O)C4CCCO4)CC3)nc2c1C (stereo not drawn),?,-2%,-5%,-8%,-8%,-1,-1.1,7%,13%
C[N+](C)(C)CCN(Cc1ccc(Cl)cc1)c1ccccn1,-10%,-3%,5%,-4%,1%,0,-2.0,6%,11%
Cc1ccc(NC(=O)Cc2c(Cl)cccc2Cl)cc1S(=O)(=O)N(C)C,nt,0%,10%,-21%,7%,-27,-0.4,8%,-2%
COc1ccccc1CNC(=O)COc1cc2c(c3oc(=O)cc(C)c13)CCC(C)(C)O2,?,-4%,-3%,-1%,6%,0,-0.4,-12%,1%
COc1cccc(NC(=O)CCNS(=O)(=O)c2ccc(Br)s2)c1,14%&25%,-12%,-12%&-8%,-1%,-18%,3,-0.7,-7%,15%
Cc1ccc(Nc2nc(N)nc(CN3CCN(Cc4ccccc4)CC3)n2)cc1Cl,10%,-8%,-4%,2%,-16%,3,-0.8,-10%,-1%
Cc1ccc(S(=O)(=O)NCc2c(-c3ccccc3)c3cc(Cl)ccc3[nH]c2=O)cc1,-17%,9%,-2%,-2%,-17%,-6,-1.1,5%,-4%
Cc1cccc(Oc2ncc(-c3ccc(Cl)cc3)cn2)c1C,8%,0%,-16%,-10%,-3%,-7,-0.2,19%,-8%
COCOc1ccc(-c2cc(=O)c3c(O)cc(OCOC)cc3o2)cc1,-25%,-15%,-10%,6%,2%,4,-0.4,-10%,-3%
C/C(=N\N=C(N)N)c1cccc([N+](=O)[O-])c1,-5%,-9%,1%,-9%[57.1 µM],-3%,1,-2.1,-3%,-2%
CCc1nc2ccc(C(=O)Nc3ccc(NC(C)=O)cc3)cn2c1N(C)CCC(C)C,25%,?,-4%,-1%[57.1 µM],-9%,1,-0.7,-11%,3%
C=CCN(c1ccccc1)S(=O)(=O)c1cccc2cccnc12,21%,18%,-11%,0%,-7%,-4,0.7,-17%,1%
CC1CC(C)CN(C(=O)Cn2c(=O)oc3cc(S(=O)(=O)N4CCCC4)ccc32)C1 (stereo not drawn),18%,11%,-15%,-4%,-10%,0,-1.2,7%,-2%
COc1ccc(NC(=O)COc2cccc3c2CCN(C)C3=O)c(OC)c1,nt,0%,-8%,-30%,4%,-5,-2.8,2%,0%
CCCCCC(=O)N1C[C@H](n2cc(-c3ccc(F)cc3)nn2)[C@@H](O)C[C@@H]1c1ccc(OC)cc1,30%,-4%,9%,-9%,-3%,6,2.7,-4%,-39%[inhibitor]
Nc1nc(CN2CCN(Cc3ccccc3)CC2)nc(Nc2ccc3c(c2)OCCO3)n1,42%,1%,7%,-16%,-15%,-1,-1.0,0%,3%
CCCOc1ccccc1C(=O)N(Cc1cccs1)C1CCS(=O)(=O)C1 (stereo not drawn),-13%,-16%,-7%,10%,-17%,0,-0.4,-4%,-2%
COc1ccc(/C=N\N=C2/SC(CC(=O)O)C(=O)N2c2ccc(O)cc2)cc1OC (stereo not drawn),-10%,3%,7%,3%,-2%,-6,-1.2,-9%,-14%
O=C(CSc1nnc(-c2ccccc2)n1-c1ccccc1)c1ccc[nH]1,nt,-7%,2%,-16%,6%,-22,0.5,-6%,-1%
O=C1CC(NS(=O)(=O)c2ccccc2)CN1c1ccc2c(c1)OCCO2 (stereo not drawn),-3%,-1%,4%,-1%,-5%,6,0.2,8%,2%
COc1ccc(CCNC(=S)N2CCN(S(=O)(=O)c3ccc(Cl)cc3)CC2)cc1,nt,14%,-1%,-20%,-23%,0,-3.0,-2%,0%
CN(C)S(=O)(=O)c1cccc2c1C(=O)c1ccccc1C2=O,nt,-21%,8%,-15%,-1%,7,1.7,-18%,-6%
CN1CCN(S(=O)(=O)c2ccc(N3CCN(S(=O)(=O)c4cccs4)CC3)nc2)CC1,-3%,-1%,-3%,-29%,-8%,-3,0.6,12%,1%
CC(C)c1ccc(N(C(=O)c2csnn2)C(C(=O)NC(C)(C)C)c2ccncc2)cc1 (stereo not drawn),-10%,6%,8%,0%,-4%,nt,-1.4,-6%,12%
CCCN1CCN(C(=O)C(C)n2nc(C)c3sc4ccccc4c3c2=O)CC1 (stereo not drawn),-6%,3%,1%,0%,-4%,-1,-3.1,1%,1%
Cc1nn(C)c(C)c1NC(=O)CSc1nc(-c2ccccc2F)nc2c1cnn2-c1ccccc1,5%,2%,-3%,-10%,-4%,10,-0.1,7%,5%
COc1ccc(NC(=O)C(c2ccccc2F)n2c(=O)c(-c3cc4ccccc4[nH]3)nc3ccccc32)cc1 (stereo not drawn),30%,-3%,14%,-6%,12%,3,-0.2,6%,-11%
COc1ccccc1CNc1ccc(N2CCOCC2)c(C(=O)O)c1,21%,5%,11%,0%,-8%,2,-1.4,-4%,nt
CCOC(=O)c1cc(C)sc1NC(=O)CSC1=NCCS1,5%,-11%,3%,-4%,-17%,9,-3.0,25%,-2%

# For convenience, three of the compounds above:
SMILES,FUS yeast rescue,EPAC1 antag,Abeta rescue,WRN helicase inh,PLK1 PBD inh,PI5P4K alpha inh,IL-2 act,EPAC1 ag,aSyn yeast inh
O=C1CC(NS(=O)(=O)c2ccccc2)CN1c1ccc2c(c1)OCCO2 (stereo not drawn),-3%,-1%,4%,-1%,-5%,6,0.2,8%,2%
COc1ccc(CCNC(=S)N2CCN(S(=O)(=O)c3ccc(Cl)cc3)CC2)cc1,nt,14%,-1%,-20%,-23%,0,-3.0,-2%,0%
CN(C)S(=O)(=O)c1cccc2c1C(=O)c1ccccc1C2=O,nt,-21%,8%,-15%,-1%,7,1.7,-18%,-6%

# Remaining list, next part.
SMILES,FUS yeast rescue,EPAC1 antag,Abeta rescue,WRN helicase inh,PLK1 PBD inh,PI5P4K alpha inh,IL-2 act,EPAC1 ag,aSyn yeast inh
COc1ccccc1NC1=C(Cl)C(=O)N(C2CCCCC2)C1=O,nt,1%,-34%,0%,-16%,5,0.2,-5%,-25%
Cc1cccc(OCC(=O)Nc2ccccc2N2CCCCC2)c1C,15%,-1%,19%,-12%,-7%,31,-4.6,-4%,11%
COc1ccc(OCc2ccc(C(=O)N3CCOCC3)cc2)cc1,21%,-10%,17%,0%,-13%,nt,-2.9,1%,1%
Cc1ccc(-c2noc(C3CCCN(C(=O)c4ccc(C(C)(C)C)cc4)C3)n2)o1 (stereo not drawn),26%,-5%,-1%,-2%,2%,-5,-0.5,-5%,-6%
Cc1cc(-c2nnc3n2N=C(c2ccc(F)cc2)CS3)n[nH]1,-3%,5%,-8%,-16%,2%,4,-2.0,-6%,-3%
O=C(NCCc1c[nH]c2ccccc12)Nc1ccccc1,5%,1%,16%,-9%,6%,-1,0.4,-2%,3%
O=C(CNS(=O)(=O)c1ccc2ccccc2c1)OCC(=O)c1ccc(Br)s1,nt,-1%,3%,-15%,1%,1,0.2,-1%,8%
Cc1cc(NC(=O)CSc2nnc(-c3c[nH]c4ccccc34)n2-c2ccc(F)cc2)no1,-9%,-18%,-3%,9%,-1%,1,0.3,-13%,1%
O=C(N=NC(=O)c1ccco1)c1ccc2c(O)n(N3C(=O)c4ccccc4C3=O)c(O)c2c1,24%,6%,-8%,-11%,-6%,-8,-2.2,-1%,-4%
O=S(=O)(c1ccc2ncn(O)c2c1)N1CCOCC1,22%,-15%,-7%,8%[57.1 µM],-6%,-7,-0.8,-11%,-3%
CCn1c(C)c(P(=O)(N2CCOCC2)N2CCOCC2)c2ccccc21,0%,-14%,-5%,8%,3%,-6,-0.3,-5%,2%
COc1ccc(C(=O)Cn2c(=O)oc3ccc(C)cc32)cc1,-26%,-7%,4%,4%,-1%,2,-2.7,6%,13%
COC(=O)c1ccc(N2CCS(=O)(=O)CC2)cc1,-5%,1%,2%,-5%,-17%,-1,0.6,-1%,-2%
CSc1ccccc1NC(=O)c1ccncc1,9%,-6%,9%,0%,-25%,nt,-0.9,5%,1%
NNC(=O)c1cc2c(s1)CCCCCC2,21%,-13%,21%,-34%,-3%,8,-0.2,11%,1%
Cc1[nH]c(C)c(S(=O)(=O)N(C)Cc2ccccc2)c1C(=O)N1CCCC1,13%,-14%,4%,11%,0%,-1,-0.5,-10%,-5%
O=C1CSC(c2ccccc2)N1CC12CC3CC(CC(O)(C3)C1)C2 (stereo not drawn),12%,-1%,21%,9%,-18%,0,-2.4,2%,5%
CC1(Oc2cnc(Cl)c3ccccc23)CCN(Cc2ccc(-c3ccccn3)cc2)C1 (stereo not drawn),-3%,7%,-8%,-1%,1%,24,0.4,17%,11%
COC(=O)c1cc(Nc2cc(C)nc3ncnn23)cc(C(=O)OC)c1,-17%,-4%,-25%,8%,-4%,-2,-0.4,-3%,-3%
Cc1cccc(OCCC(=O)NNC(=O)c2ccoc2C)c1,-7%,?,-7%,7%,-10%,6,0.7,7%,-5%
CC(C)NC(=O)N1CCC(n2nccc2NC(=O)CCOc2ccccc2)CC1,-11%,2%,12%,6%,-8%,3,-4.4,0%,-4%
COc1ccc(OC)c(NC(=O)Nc2nnc([C@H]3C[C@H](O)[C@@H](CO)O3)s2)c1,-14%,-13%,-17%,-3%,1%,-15,-0.2,-19%,-2%
O=C(CSCc1c(Cl)cccc1Cl)Nc1cccnc1,11%,5%,4%,1%,?,3,0.6,-6%,3%
C=C/C(C)=C/C[C@H]1C(=C)CCC2[C@](C)(C(=O)O)CCC[C@@]21C (stereo partly drawn),19%,-1%,16%,-19%,19µM*,5,-0.2,-1%,11%
COc1ccc(CC2S/C(=C(\C#N)C(=O)NCc3ccco3)N(c3ccc(C)cc3)C2=O)cc1 (stereo not drawn),14%,5%,-2%,-16%,-9%,-8,0.5,7%,0%
COc1ccc(-n2cc(CN[C@H]3CCCCNC3=O)c(-c3cccc(F)c3)n2)cc1,-36%,-2%,1%,-2%,1%,9,-2.5,-12%,2%
